# Screens from PubChem BioAssay.
# G6PDH CS = L. mesenteroides G6PDH inhibition counter-screen; Purified L. mesenteroides G6PDH, diaphorase/resazurin coupled fluorescence, 45 min; inhibition, % at 5 µM; 200,000 compounds, 0.12% hits; in the data active means inhibition above about 50%
# STAT3 activator = activators of IL-6 induced STAT3 signaling. AID 871. activation (% of control), % at 5.6 µM. 190,000 compounds, 0.91% hits. U3A cells, IL-6 STAT3-luciferase reporter, luminescence; 100% = signal with IL-6 EC80 alone;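 active means activation above the screen-wide mean of compound activation plus 3 SD, cut at about 130% in these data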;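 further: 0% = background luminescence of wells with medium and substrate only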
#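 Test system: STAT3-luciferase reporter U3A cells; Detection: reporter luminescence signal; Times: 1 h compound pre-exposure, 6 h IL-6 stimulation, 37 °C; Benchmarks: IL-6-only high control; Also added: IL-6 stimulus at 33 ng/mL final.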
# TLR4-MyD88 BLA = blocks binding of human TLR4 to MyD88 | O00206+Q99836 | HeLa CL3-4 TLR4/MyD88 BLA complementation, FRET ratio | inhibition, % at 8.4 µM | 200,000 compounds, 0.18% hits; in the data active means inhibition above about 25%;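 further: 0% = vehicle and 100% = reference inhibitor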
# Target sequence (O00206 whole entry, looked up): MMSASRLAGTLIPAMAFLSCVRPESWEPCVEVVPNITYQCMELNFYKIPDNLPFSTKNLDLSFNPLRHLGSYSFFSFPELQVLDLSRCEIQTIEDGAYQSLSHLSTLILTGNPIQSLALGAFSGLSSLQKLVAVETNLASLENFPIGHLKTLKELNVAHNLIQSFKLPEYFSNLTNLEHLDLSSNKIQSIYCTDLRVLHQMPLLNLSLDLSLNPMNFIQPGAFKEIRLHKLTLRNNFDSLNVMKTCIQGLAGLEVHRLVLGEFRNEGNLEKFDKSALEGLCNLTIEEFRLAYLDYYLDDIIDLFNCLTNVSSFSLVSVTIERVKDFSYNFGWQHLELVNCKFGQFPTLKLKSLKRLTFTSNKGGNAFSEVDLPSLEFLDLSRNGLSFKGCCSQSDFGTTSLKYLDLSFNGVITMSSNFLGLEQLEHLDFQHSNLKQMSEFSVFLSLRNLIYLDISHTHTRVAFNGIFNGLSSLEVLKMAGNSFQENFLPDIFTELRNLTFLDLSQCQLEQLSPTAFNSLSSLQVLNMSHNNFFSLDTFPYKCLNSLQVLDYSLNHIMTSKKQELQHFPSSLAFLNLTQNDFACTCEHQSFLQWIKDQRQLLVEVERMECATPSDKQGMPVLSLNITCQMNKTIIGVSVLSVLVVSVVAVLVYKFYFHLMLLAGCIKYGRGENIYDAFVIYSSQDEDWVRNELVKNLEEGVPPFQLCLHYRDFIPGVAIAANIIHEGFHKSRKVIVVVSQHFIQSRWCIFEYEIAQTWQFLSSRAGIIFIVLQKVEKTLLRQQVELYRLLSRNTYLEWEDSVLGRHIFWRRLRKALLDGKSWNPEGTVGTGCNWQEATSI
# Target sequence (Q99836 whole entry, looked up): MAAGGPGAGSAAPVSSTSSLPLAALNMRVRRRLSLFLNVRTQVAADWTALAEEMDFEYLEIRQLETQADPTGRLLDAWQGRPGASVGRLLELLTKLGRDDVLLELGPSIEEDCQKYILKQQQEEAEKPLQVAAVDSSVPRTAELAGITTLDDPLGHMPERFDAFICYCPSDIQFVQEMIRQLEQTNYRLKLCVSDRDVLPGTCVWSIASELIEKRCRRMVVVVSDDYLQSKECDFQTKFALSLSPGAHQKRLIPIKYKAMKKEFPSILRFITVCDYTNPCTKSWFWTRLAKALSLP
# STAT1 inh = reduces IFN-gamma driven STAT1 reporter signal | NIH 3T3 STAT1-luciferase reporter, luminescence | inhibition, % at 5.5 µM | AID 920 | 200,000 compounds, 0.35% hits;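 active means inhibition above a set limit, the mean inhibition across all tested compounds plus 3 SD, cut at about 34% in these data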;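 further: 0% = IFN-gamma with DMSO and 100% = IFN-gamma with 300 µM nifuroxazide; values of inactives mirror those of a sister screen read the other way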
# Hsp70 activator = switches on Hsp70 transcription | 200,000 compounds, 0.04% hits | AID 1203 | HeLa Hsp70 promoter luciferase reporter, luminescence; scaled: vehicle 0, proteasome-inhibitor control 100% | activation, % at 10 µM;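 active means activation above the mean across all tested compounds plus 3 SD, cutoff set per campaign, cut at about 5.5% in these data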;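 further: 100% = MG132 at 30 µM as the positive control and 0% = DMSO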
# Diaph inh CS = diaphorase inhibition or chemical oxidation counter-screen | diaphorase resazurin-to-resorufin fluorescence, NADH, 16 min; bacterial (C. kluyveri) enzyme, not human | inhibition, % at 20 µM | 190,000 compounds, 0.69% hits;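 active means primary screen inhibition at 20 µM above a set limit, cut at about 50% in these data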;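 further: plate controls were DMSO with full reaction for no effect and wells lacking NADH for full effect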
#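 Assay system: diaphorase enzyme from Clostridium kluyveri. Quantity: enzyme working solution with 0.14 U/mL diaphorase. Schedule: reaction incubation of 16 min at room temperature. Technique: resorufin fluorescence, excitation 544 nm, emission 590 nm. Controls: No-NADH positive control and DMSO neutral control.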
# STAT1 activator = STAT1 signaling activation | 200,000 compounds, 2.6% hits | activation (% of control), % at 5.5 µM | NIH 3T3 STAT1-luciferase reporter, IFN-gamma, luminescence; 100% = IFN-gamma alone, no compound;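 active means activation above the screen-wide mean activation plus 3 SD, cut at about 130% in these data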;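 further: raw ratio to IFN-gamma control signal so 100% means no change and 0% no light; values of inactives mirror those of a sister screen read the other way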
# STAT3 blocker = reduces IL-6 driven STAT3 reporter signal; U3A cells, IL-6 STAT3-luciferase reporter, luminescence; host cell line lacks STAT1; inhibition, % at 5.5 µM; 190,000 compounds, 0.89% hits; AID 862;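 active means inhibition above the mean inhibition across all screened compounds plus 3 SD, cut at about 44% in these data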;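 further: 0% = DMSO only wells and 100% = 100 µM nifuroxazide control wells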
# APP 5UTR inh = APP translation inhibition. 190,000 compounds, 0.82% hits. SH-SY5Y APP 5'UTR-luciferase reporter, luminescence. AID 1285. inhibition, % at 2 µM;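 active means inhibition above a set limit, derived from the sample mean plus 3 SD, cut at about 45% in these data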; further: values of inactives mirror those of a sister screen read the other way
# Diaphorase act = counter-screen for diaphorase-based assays: diaphorase activators and chemical reducers. Diaphorase/resazurin coupled assay, resorufin fluorescence, 16 min; active compounds read high; 1 = vehicle wells, 0 = NADH-free wells. activation factor at 20 µM. 190,000 compounds, 0.005% hits;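 active means diaphorase activity raised at least twofold by the compound at 20 µM; inactive means activation factor below 2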
#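 Material: purified diaphorase enzyme from Clostridium kluyveri; Also added: 0.114 mM NADH and 0.1 mM resazurin, final amounts; Doses: single compound dose of 20 µM, 1% DMSO final; Times: 16 min enzyme reaction, ambient temperature; Detection: resorufin fluorescence, excitation 544 nm, emission 590 nm; Measure: increased resorufin signal from activators or reducing compounds.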
# Active calls of the source: *; x = not tested or not shown.
1) CCC1(C)CC(=O)N(c2ccc(C(=O)O)c(O)c2)C1=O (centres undefined)
2) COc1cc2c(cc1NC(=O)c1cc(-c3ccncc3)nc3ccccc13)oc1ccccc12
3) COc1ccc(CCN(CC(=O)NC2CCCC2)C(=O)Cn2nnc(-c3ccc(C)o3)n2)cc1OC
4) CC(Nc1cccc2ccccc12)C(=O)N/N=C/c1ccc([N+](=O)[O-])cc1 (centres undefined)
5) COc1ccc(S(=O)(=O)c2c(C)c(NS(=O)(=O)c3ccccc3)cc(C)c2O)cc1
6) O=[N+]([O-])c1cn(Cc2ccc(Cl)cc2)cn1
7) COc1ccccc1C(CC(=O)N1CCCC1)c1ccc2c(c1)OCO2 (centres undefined)
8) CC(C)(C)CC(=O)NCCCCCCNC(=O)CC(C)(C)C
Compound	1	2	3	4	5	6	7	8
G6PDH CS	3	-23	10	-1	2	11	2	3
STAT3 activator	97	103	100	113	105	105	100	91
TLR4-MyD88 BLA	5	-13	-1	4	-6	9	-23	-6
STAT1 inh	4	0	1	8	4	-6	0	10
Hsp70 activator	-0.2	-0.2	0.0	0.5	-0.1	0.0	-0.3	-0.2
Diaph inh CS	17	4	-9	17	7	11	9	8
STAT1 activator	96	99	98	93	95	105	98	91
STAT3 blocker	7	-2	5	-11	6	-1	1	14
APP 5UTR inh	13	-10	9	-6	-8	3	-27	-7
Diaphorase act	0.8	1	1.1	0.8	0.9	0.9	0.9	0.9

9) Cc1nc2ccccc2c2c(N)c3ccccc3n12
10) O=C(C1=C[C@H](c2csc3ccccc23)C[C@H](OCCCCO)O1)N1CCN(Cc2ccc3c(c2)OCO3)CC1
11) CCN(CC)C(=O)C1CCCN(c2ccc([N+](=O)[O-])cc2[N+](=O)[O-])C1 (centres undefined)
12) CC(C)(C)NC(=O)Cn1c(SCC(=O)N2CCCCCC2)nc2ccccc21
13) CCC(=O)Nc1nc2ccccc2n1Cc1ccccc1C
14) Cc1cccc(C2NS(=O)(=O)N=C2N)c1 (centres undefined)
15) COc1ccc(CN2CCCCCC2)c(C)c1C
16) COc1c(C)cc(Br)cc1C(=O)Nc1ccc(Cc2ccncc2)cc1
Compound	9	10	11	12	13	14	15	16
G6PDH CS	4	7	8	4	10	-7	5	-1
STAT3 activator	87	x	91	96	88	105	105	78
TLR4-MyD88 BLA	-13	-2	-9	7	18	5	11	1
STAT1 inh	-5	7	10	7	-1	-2	-3	11
Hsp70 activator	-0.4	1.0	-0.2	-0.5	-0.6	0.0	0.1	0.1
Diaph inh CS	20	48	10	9	-7	4	16	5
STAT1 activator	105	95	90	93	101	102	103	88
STAT3 blocker	16	x	15	8	22	-6	-4	32
APP 5UTR inh	6	-8	-18	-17	18	-20	1	-6
Diaphorase act	0.8	0.5	0.9	0.9	1.1	1	0.8	0.9

17) CC(C)n1c(Nc2ccccc2)nc2ccccc21
18) CCNc1ncnc2c1cnn2C
19) CC12CCC(C(=O)NCc3ccc(F)cc3)(OC1=O)C2(C)C (centres undefined)
20) O=C1CC(/C=C/c2ccco2)=Nc2ccccc2N1
21) Cc1ccc(S(=O)(=O)N2CCOCC2)cc1NC(=O)CSc1nccn1C
22) O=C(O)CNS(=O)(=O)/C=C/c1ccccc1
23) COc1c(C)cc(NC(=O)c2ccc3c(c2)NC(=O)CO3)cc1C
24) Cc1ccccc1NC(=O)/C(=C\c1cccs1)NC(=O)c1ccccc1
Compound	17	18	19	20	21	22	23	24
G6PDH CS	6	3	9	-4	-9	9	-5	3
STAT3 activator	98	96	101	86	107	101	64	104
TLR4-MyD88 BLA	-3	-2	2	-8	3	-3	12	-13
STAT1 inh	1	3	-7	-4	1	7	5	5
Hsp70 activator	-0.2	-0.1	-0.5	0.0	-0.4	0.0	-0.1	-0.4
Diaph inh CS	1	4	6	25	11	-2	6	4
STAT1 activator	99	97	104	103	99	93	95	96
STAT3 blocker	6	12	0	21	-13	10	45*	3
APP 5UTR inh	-16	-2	5	-11	-13	-8	-3	3
Diaphorase act	1	1	0.9	0.8	0.9	1	0.9	1

25) COc1ccc(NC(=O)c2cc3ccccc3o2)cc1
26) Cc1ccccc1-c1ccc(C(=O)Nc2cccc(F)c2)o1
27) Cc1ccccc1N(CC(=O)N/N=C/c1ccc(F)cc1)C(=O)c1ccccc1
28) Cc1ccc2nc(SCc3cccc([N+](=O)[O-])c3)nc(C)c2c1
29) CCc1ccc(O)c(N=Cc2ccccc2O)c1
30) NS(=O)(=O)c1ccc(NC(=O)CSc2ccccn2)cc1
31) C#CCNC(=O)C1=C[C@H](c2ccc(C(F)(F)F)cc2)C[C@H](OCCCCO)O1
32) COc1ccc2cc(C)c3nnc(SCc4cccnc4)n3c2c1
Compound	25	26	27	28	29	30	31	32
G6PDH CS	2	3	-2	5	16	4	17	2
STAT3 activator	105	118	97	98	105	100	x	88
TLR4-MyD88 BLA	5	-8	-5	2	9	3	-7	-4
STAT1 inh	-48	-18	2	-3	24	2	0	5
Hsp70 activator	-0.1	-0.1	-0.2	-0.1	-0.3	0.2	0.3	-0.1
Diaph inh CS	13	18	18	20	24	10	36	33
STAT1 activator	146*	117	99	102	78	98	101	95
STAT3 blocker	1	-25	4	8	-2	9	x	17
APP 5UTR inh	-138	-18	7	-6	0	-9	-9	2
Diaphorase act	0.9	0.8	0.8	0.8	0.8	0.9	0.6	0.7

33) CCN(CC)S(=O)(=O)c1ccc(N2CCCCC2)c(NC(=O)/C=C/c2cc(OC)c(OC)c(OC)c2)c1
34) CCC(C)(C)n1nnnc1CN1CCC(NC(=O)c2ccccc2C)CC1
35) N#Cc1nc(COc2cccc(Cl)c2)oc1N1CCN(c2ccccc2)CC1
36) CN(C)S(=O)(=O)c1cc(NC(=O)CN2CCCc3ccccc32)ccc1Cl
37) O=[N+]([O-])c1ccc(Cl)c(S(=O)(=O)/N=C(/c2ccccc2)N2CCOCC2)c1
38) NC(=O)NNc1cccc(Cl)n1
39) O=C(NN1C(=O)c2ccccc2NC12CCCCC2)c1ccccc1
40) CC(=O)Nc1c(C(=O)N2CCN(c3ncccn3)CC2)cnn1-c1ccccc1Cl
Compound	33	34	35	36	37	38	39	40
G6PDH CS	1	5	0	2	6	14	11	x
STAT3 activator	110	102	98	124	103	92	98	97
TLR4-MyD88 BLA	-15	-4	7	10	3	-11	-3	-3
STAT1 inh	7	-10	-3	10	-1	4	-8	14
Hsp70 activator	-0.3	0.8	0.0	-0.3	-0.1	0.1	-0.1	-0.3
Diaph inh CS	19	4	14	-4	4	13	-6	x
STAT1 activator	93	109	102	92	101	96	105	87
STAT3 blocker	-15	-1	11	-22	3	18	10	7
APP 5UTR inh	12	24	-13	-17	-10	-27	-7	-8
Diaphorase act	0.8	1	0.9	1	1	0.9	1.1	x

# Results in G6PDH CS, APP 5UTR inh and TLR4-MyD88 BLA, for three of the compounds above:
No. | Structure | G6PDH CS | APP 5UTR inh | TLR4-MyD88 BLA
37 | O=[N+]([O-])c1ccc(Cl)c(S(=O)(=O)/N=C(/c2ccccc2)N2CCOCC2)c1 | 6 | -10 | 3
38 | NC(=O)NNc1cccc(Cl)n1 | 14 | -27 | -11
33 | CCN(CC)S(=O)(=O)c1ccc(N2CCCCC2)c(NC(=O)/C=C/c2cc(OC)c(OC)c(OC)c2)c1 | 1 | 12 | -15

# Following part.
41) Cc1oc(-c2ccccc2F)nc1CS(=O)(=O)CC(=O)N1CCCCCC1
42) COCCCNCC(=O)c1c(N)n(Cc2ccccc2)c(=O)n(C)c1=O
43) COc1cc(OC)c(-c2nn3c(-c4ccco4)nnc3s2)cc1OC
44) Cc1ccc(S(=O)(=O)c2nnn(-c3cccc(F)c3)c2N)cc1
45) O=C(O)C1Cc2ccccc2CN1C(=O)COc1ccc(Cl)cc1Cl (centres undefined)
46) CC(=O)c1c(-c2ccc(Cl)cc2)c2ccccc2[nH]c1=O
47) COC(=O)c1cc(-c2cccc(OC)c2)n[nH]1
48) COc1ccc(C(=O)C(OC(=O)CNC(=O)c2ccco2)c2ccccc2)cc1 (centres undefined)
Compound	41	42	43	44	45	46	47	48
G6PDH CS	-13	5	-1	6	3	14	4	3
STAT3 activator	93	105	88	102	109	102	84	100
TLR4-MyD88 BLA	-1	2	5	-1	2	5	2	0
STAT1 inh	4	1	-7	7	6	7	-8	1
Hsp70 activator	-0.1	-0.3	0.2	-0.1	-0.4	-0.3	0.2	-0.5
Diaph inh CS	11	14	24	-14	9	-7	10	14
STAT1 activator	97	99	106	92	94	92	108	99
STAT3 blocker	13	-4	17	0	2	2	22	6
APP 5UTR inh	2	15	-15	-2	1	13	1	-13
Diaphorase act	0.9	0.9	0.8	1.1	0.9	1.1	0.9	0.9

49) CC(C)(C)c1nnc(NC(=O)Cc2ccc(Br)cc2)s1
50) CCCCN=C1CC(C)(C)CC(=O)/C1=C(/O)CCCN1C(=O)c2ccccc2C1=O
51) C=CCOc1cccc(C2C(C(=O)c3ccc(C)o3)=C(O)C(=O)N2c2nccs2)c1 (centres undefined)
52) Cc1ccc(C(=O)C2C(=O)c3ccccc3C2=O)cc1
53) Cc1ccc(C(=O)Oc2ccc(/C=N/NC(N)=O)cc2)cc1
54) CCc1cccc(OCCCCNCCO)c1
55) O=C(NCc1ccco1)c1c[nH]c2ccc(S(=O)(=O)N3CCOCC3)cc2c1=O
56) Cc1ccc(-c2nc3ccccc3s2)cc1NC(=S)NC(=O)c1ccccc1
57) O=C(NCCN1CCOCC1)c1ccc(CS(=O)(=O)c2ccc(Cl)cc2)o1
58) COc1ccc(C2=Nn3c(nnc3-c3ccncc3)SC2)cc1OC
Compound	49	50	51	52	53	54	55	56	57	58
G6PDH CS	11	4	3	3	-2	1	-21	11	2	-1
STAT3 activator	97	95	123	114	104	97	99	118	101	127
TLR4-MyD88 BLA	12	2	2	-3	-1	4	-3	0	1	15
STAT1 inh	5	3	-8	3	-13	-5	6	-6	6	23
Hsp70 activator	-0.6	0.0	0.2	-0.3	-0.3	-0.5	-0.3	-0.2	-0.3	-0.1
Diaph inh CS	19	3	16	10	11	0	11	14	-7	-4
STAT1 activator	96	95	107	97	112	104	94	106	95	79
STAT3 blocker	6	11	-21	-11	-1	9	6	-15	5	-24
APP 5UTR inh	-9	-13	4	-3	20	12	9	-178	x	9
Diaphorase act	0.8	1	0.8	0.9	0.9	1	0.9	0.9	1.1	1
